LDHA block – inhibitors of human lactate dehydrogenase A; 0.15% of 480,000 active; activity change, % (values are at about 110 or 230 µM); purified LDHA, NADH/diaphorase-resazurin fluorescence; stronger effect = lower value; in the data active = activity change below about -30%; inconclusive = mostly about -25% to -30%;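 also: plate controls were DMSO wells for no effect and wells without enzyme for full effect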
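Human LDH5 (2 nM) was incubated with 0.06 mM NADH and 0.2 mM pyruvate for 5 min at room temperature in Tris pH 7.4. Remaining NADH was coupled through diaphorase/resazurin, and resorufin fluorescence was read at 0 and 20 min.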
12-LOX inh – inhibitors of human 12S-lipoxygenase ALOX12; purified 12hLO, xylenol orange hydroperoxide absorbance; Potency, µM (titrated, usually from 108 µM), for inactives: top-dose activity change, negative = inhibition, actives largely listed as inhibitors; 1.1% of 580,000 active; AID 1671190; active = well fitted inhibition curve with a large enough effect; inconclusive = small, poorly fitted or top-dose-only effect, or another doubt; inactive = no such curve, though single readings can be large or run the other way; also: potency is read from the fitted curve at half-maximal effect
Target sequence (P18054 whole entry, looked up): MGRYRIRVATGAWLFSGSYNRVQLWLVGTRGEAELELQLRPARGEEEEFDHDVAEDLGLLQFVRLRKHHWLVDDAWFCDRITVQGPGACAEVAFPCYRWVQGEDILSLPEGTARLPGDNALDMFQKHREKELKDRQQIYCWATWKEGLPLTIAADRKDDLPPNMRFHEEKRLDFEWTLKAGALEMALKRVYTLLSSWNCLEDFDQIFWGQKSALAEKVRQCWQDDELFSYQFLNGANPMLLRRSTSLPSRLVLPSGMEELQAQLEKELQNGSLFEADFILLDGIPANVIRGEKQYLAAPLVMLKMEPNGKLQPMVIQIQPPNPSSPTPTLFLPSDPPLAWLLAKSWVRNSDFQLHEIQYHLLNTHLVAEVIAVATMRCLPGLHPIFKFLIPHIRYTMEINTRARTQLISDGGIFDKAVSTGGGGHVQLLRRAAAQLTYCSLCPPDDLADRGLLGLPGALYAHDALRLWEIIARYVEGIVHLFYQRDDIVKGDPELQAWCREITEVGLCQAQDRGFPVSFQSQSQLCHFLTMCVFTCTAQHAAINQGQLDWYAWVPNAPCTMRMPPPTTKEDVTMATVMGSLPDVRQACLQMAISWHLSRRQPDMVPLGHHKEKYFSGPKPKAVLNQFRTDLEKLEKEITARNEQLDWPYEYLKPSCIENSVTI
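Purified human 12hLO at 150 nM in 25 mM Hepes, 0.01% Triton X-100, pH 7.0, preincubated 15 min at room temperature with compound. Reaction started with 40 uM arachidonic acid, 30 min at room temperature. Hydroperoxide measured by Fe-xylenol orange, 573/405 nm absorbance ratio.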
Numbers without * were called inactive; ? = inconclusive; / = not tested or not shown; [ ] = dose if it differs, or a comment. Unless noted, % is scaled to controls: 0 for no effect and ±100 for the full control effect. The list is partial (hit frequency here may not be typical).

SMILES	LDHA block	12-LOX inh
CCCCOC(=O)C(C)Oc1ccc2c(=O)c(Oc3ccc(OC)cc3)coc2c1 (stereo unspecified)	-5	-1%
COc1ccc(OC)c(NC(=O)COc2cc(C)cc(C)c2C)c1	-5	-29%
O=C(CN1C(=O)c2cccnc2Oc2ccc(Cl)cc21)N1CCN(C2CCCCC2)CC1	0	1%
CCN1C(SCc2ccccc2C)=NS(=O)(=O)c2ccccc21	-6	-4%
COc1cccc2c1OC1OC2Oc2c(OC)cccc21	-2	?
CN(C)CC(NCc1cccc(C#N)c1)c1ccccc1 (stereo unspecified)	-2	5%
CCOc1ncccc1CNC(=O)C1CCCN1S(C)(=O)=O (stereo unspecified)	4	6%
COCCN1C(=O)C(=O)/C(=C(/O)c2ccc(C)cc2)C1c1ccc(Cl)c(Cl)c1 (stereo unspecified)	4	-26%
Cc1ccc[n+]([O-])c1C	1	25%
Cc1cc(Cl)ccc1OCCCc1n[nH]c(=S)n1C	6	22µM*
CCCCN1C(=O)C(O)(CC(=O)c2cccnc2)c2ccccc21 (stereo unspecified)	5	?
CC(C)Cn1c(N)c(-c2csc(Nc3ccccn3)n2)c(=O)n(C)c1=O	-12	18%
O=C(CSc1nnnn1Cc1ccccc1)Nc1ccc(CN2CCOCC2)cc1	-12	13%
N#CCCN(C(=O)COc1ncnc2sc3c(c12)CCC3)c1ccccc1	7	?
Cc1nc(SCC(=O)c2cc(C)n(C(C)C)c2C)n[nH]1	0	-1%
S=c1[nH]c2cc3c(cc2[nH]1)OCCCO3	14	-23%
c1ccc(-c2ccc(CN3CCNCC3)s2)cc1	12	?
O=C(CNc1ccc(OC(F)(F)F)cc1)N1CCNC1=O	-1	17%
Cc1oc(-c2ccccc2)nc1CC(=O)NC1CCCCNC1=O (stereo unspecified)	-14	-1%
COc1ccc(/C=C/c2ccc3cccc(O)c3n2)cc1OC	-19	?
CCN(CC)C(=O)c1cccc(NC(=O)Cc2c[nH]c3ccccc23)c1	8	0%
N#Cc1nc(COc2ccc3c(c2)OCO3)oc1N1CCCC1	9	12%
CCCCCn1nc(C(=O)N2CCCC2c2nc3ccccc3s2)c2ccccc2c1=O (stereo unspecified)	-23	?
O=C(/C=C1\OCc2cc(OCc3ccccc3)ccc21)OCc1ccccc1	0	-20%
Cc1ccc(C)c(CN2CCCN(CC(=O)N3CCCC3)S2(=O)=O)c1	1	?

The list continues:
SMILES	LDHA block	12-LOX inh
O=C(CN1CCN(C(=O)c2nn(Cc3ccccc3)c(=O)c3ccccc23)CC1)N1CCOCC1	-1	-1%
CC(C)c1cc(C(=O)NOCc2ccccc2)c2ccccc2n1	10	-30%
COc1ccc(NC(=O)c2nc3ccccc3nc2N2CCN(C)CC2)cc1	0	10%
CN(C(=O)C(c1ccccc1)c1ccccc1)c1nc2ccccc2o1	22	-25%
COc1ccc(C2=NS(=O)(=O)N(C)C(C(=O)N(C)C3CCCCC3)=C2)cc1	-1	-21%
CCOc1ccc2nc(Nc3ncc4c(n3)CCCC4=O)nc(C)c2c1	2	?
CC[C@@H](C)[C@H](NC(=O)[C@H](C)n1nnc2ccccc2c1=O)C(=O)O	-9	3%
Cc1cccc(N(C)C(=O)Cc2nn(C)c(=O)c3ccccc23)c1C	-5	0%
CN(C)CCNC(=O)C1CCCN(c2nc(Cl)nc3nc[nH]c23)C1 (stereo unspecified)	14	-1%
CC(NC(=O)C12CC3CC(CC(C3)C1)C2)c1cc2ccccc2o1 (stereo unspecified)	4	7%
COc1ccccc1NC(=O)C(C)OC(=O)c1nn(C)c(=O)c2ccccc12 (stereo unspecified)	-2	20%
CC(C)Cn1nnnc1SCCS(=O)(=O)c1cc(Cl)ccc1Cl	-1	?
O=C(CSc1ccc2ccccc2n1)NCCc1ccc(F)cc1	-5	-23%
COc1ccccc1CC(=O)NCc1cccs1	-12	7%
COc1ccc(C2CC(=O)Oc3c2c(=O)[nH]c2ccccc32)cc1OC (stereo unspecified)	13	-26%
CC(Cc1ccco1)NC(=O)c1ccc(Cl)c(S(C)(=O)=O)c1 (stereo unspecified)	-37*	42%[activator]
CCOC(=O)COc1ccc2c(=O)c(Oc3ccc(OC)cc3)c(C)oc2c1	-6	8%
COc1ccc2c(c1)c(C(C(=O)O)N1CCN(c3ccc(C)cc3C)CC1)cn2CCC(=O)O (stereo unspecified)	6	?
Cc1ccsc1C(=O)N(CC#N)C1CC1	-3	1%
Cc1oc(-c2ccccc2)nc1CC(=O)Nc1ccc(OC(F)F)cc1	4	-4%
Fc1ccc(CNCc2cccc(OCc3ccccc3)c2)cc1	-1	-4%
N#Cc1cccc(Oc2ccc(C3CCCCC3)cc2)c1C#N	-1	-42%
CC1(/[N+]([O-])=C/c2ccco2)CCCCC1=O (stereo unspecified)	6	8%
Cc1ccc(-n2c(SC(C)C(=O)c3ccc(F)c(F)c3)nnc2N2CCOCC2)cc1 (stereo unspecified)	3	?
CCOCCCNC(=O)CS(=O)Cc1nc(-c2ccc(C)cc2)oc1C (stereo unspecified)	5	9%

Following part:
SMILES	LDHA block	12-LOX inh
O=C(CCc1nc(CSc2nc3ccccc3o2)no1)Nc1ccc(C(F)(F)F)cc1	3	8%
Cc1cc(S(=O)(=O)Nc2ccc(C(F)(F)F)cc2)sc1C(=O)O	-1	45%
CCOC(=O)c1c(S(=O)(=O)N2CCC(C(=O)Nc3ccc(F)cc3)CC2)c(C)n(C)c1C	0	5%
O=C(Nc1ccc(NC(=O)C2CC2)cc1)C1CCCCC1	-2	?
Cc1ccc(Nc2nc(N)c(C(=O)c3ccccc3Cl)s2)c(C)c1	2	?
Cc1ccsc1CNC(=O)CCc1ccc(F)c(F)c1	7	-9%
CCC(CCNC(=O)c1cc(C)nc2ccccc12)NC(=O)c1cc(C)nc2ccccc12 (stereo unspecified)	6	41%[activator]
CCN(C(=O)C(=O)c1c[nH]c2ccccc12)c1cccc(Cl)c1	4	?
COc1ccc(CN2CCN(C(=O)c3cc4ccc(OC)cc4nc3C)CC2)cc1	1	37%
Clc1ccc(-c2cn(-c3nc4ccccc4s3)nn2)cc1	3	-11%
COc1ccc(-c2nnc3ccc(SCc4ccco4)nn23)cc1	1	-30%
CCC(C)NC(=O)C(C)NC(=O)NCCNC(=O)C1CC1 (stereo unspecified)	10	-8%
CCCNC(=O)COC(=O)c1cc(Cl)c(OC)c(OC)c1	-2	18%
O=C(NCC1OCCc2ccccc21)c1cccc(Br)c1 (stereo unspecified)	-42*	1%
COc1cc2cc(C(=O)NCCc3c[nH]c4ccccc34)c(N)nc2cc1OC	5	-50%
Cc1ccc(NC(=O)Cn2cnc3nc(N4CCOCC4)sc3c2=O)cc1C	-13	-1%
CCC(=O)Nc1ccc(/C(C)=N/O)cc1	8	-8%
CCc1c(-c2ccc(F)cc2)ncn1Cc1cccc(-c2ccccc2)c1	-6	?
Cc1cc(NC(=O)COC(=O)c2cc3ccccc3s2)no1	1	-1%
COc1cccc(-c2nc3cc(Cl)ccc3o2)c1	3	1%
CN(Cc1ccccc1F)C(=O)CN1CCN(c2oc(-c3ccco3)nc2C#N)CC1	?	-1%
C=CCNc1oc(/C=C/c2cccs2)nc1C#N	9	18µM*
COc1ccc(C(C)=O)cc1COC(=O)c1c(Cl)cccc1Cl	4	-3%
CCCc1ccc(NC(=O)Cc2n[nH]c(=O)c3ccccc23)cc1	6	-12%
CCCCc1ccc(C(Nc2ccc3nnnn3n2)c2cccs2)cc1 (stereo unspecified)	5	?

(listing goes on)
SMILES	LDHA block	12-LOX inh
N#Cc1ccccc1NC(=O)C1(c2ccccc2)CCCC1	4	?
CCc1nc2c(sc3cccc(F)c32)c(=O)n1CC(=O)Nc1ccc(C(C)=O)cc1	-14	?
CCCCC[C@H](C)N1C[C@H](COCc2ccccc2)Oc2cc(N3CCC[C@H]3C(N)=O)ccc2S1(=O)=O	5	?
CC(NC(=O)CCC1CCCC1)c1ccccn1 (stereo unspecified)	1	31%[activator]
CCC(CO)NS(=O)(=O)c1ccc(Cl)c(Cl)c1 (stereo unspecified)	-4	12%
Cc1cccc(-c2noc(CNC(=O)COc3cc(C)cc(C)c3C)n2)c1	6	8%
Cc1nnc2ccc(SCC(=O)Nc3ccc(F)c(Cl)c3)nn12	?	17%
Cc1ccccc1C(=O)Nc1ccc(NC(=O)c2ccco2)cc1O	-5	-44%
Fc1ccc(N2CCN(Cc3ncc(-c4ccc(Cl)cc4)o3)CC2)cc1	6	-12%
O=C(C(Sc1nc2cc(S(=O)(=O)N3CCCCC3)ccc2o1)c1ccccc1)N1CCCCC1 (stereo unspecified)	3	7%
Cn1c(=O)c2c(nc(Cl)n2CC(=O)NCc2ccccc2Cl)n(C)c1=O	5	-1%
CC(C)Cn1c(Oc2ccc(Cl)cc2)nc2c1c(=O)n(C)c(=O)n2C	?	-24%
Cc1nc2cc(F)cc(C(=O)NCC3CCC3)c2nc1C	11	-22%
Cc1ccc(CNC(=O)CN2c3ccc(C(C)C)cc3-c3ccccc3S2(=O)=O)cc1	3	50%[activator]
COC(=O)[C@@]12C[C@@H](CC(=O)NCc3ccc(C)o3)C(=O)N(Cc3ccc4c(c3)OCO4)C1=CCC(C)(C)C2	-2	-4%
COc1ccc(SC(C)C(=O)NC(C)(C)C)cc1 (stereo unspecified)	-2	34%[activator]
CO/N=C/c1ccc(OC)c(Cl)c1	-2	28%
COc1ccc(S(=O)(=O)Nc2ccc(Nc3cc(N4CCCC4)nc(C)n3)cc2)c(C)c1C	0	?
COc1ccc(C(=O)NCC(=O)NCc2ccc3cc(OC)ccc3c2)cc1	-1	16%
CCC(=O)C1=C(c2ccc(C)cc2)N(C(=O)CC)n2c(Cc3ccc(OC)cc3)nnc2S1	2	-5%
COc1ccc(CNC(=O)c2nccnc2N)cc1OC	14	5%
CCOC(=O)c1ccccc1NC(=O)c1cccc(N2CCCCS2(=O)=O)c1	-14	23%
CCN(CC(=O)NC(C)(C)C)C(=O)c1cc(C(C)C)nc2ccccc12	2	-5%
CONC(=O)c1ccc(NC(=O)c2cccs2)cc1	5	/
CCC(C)NC(=O)COC(=O)c1nn(-c2ccccc2)c(=O)c2ccccc12 (stereo unspecified)	3	-16%

Exported with bars between the fields: entries from further up
smiles | LDHA block | 12-LOX inh
CC(NC(=O)CCC1CCCC1)c1ccccn1 (stereo unspecified) | 1 | 31%[activator]
COc1ccc(NC(=O)c2nc3ccccc3nc2N2CCN(C)CC2)cc1 | 0 | 10%
CCOC(=O)c1ccccc1NC(=O)c1cccc(N2CCCCS2(=O)=O)c1 | -14 | 23%
O=C(Nc1ccc(NC(=O)C2CC2)cc1)C1CCCCC1 | -2 | ?
COc1ccc(C2CC(=O)Oc3c2c(=O)[nH]c2ccccc32)cc1OC (stereo unspecified) | 13 | -26%
CCN(CC)C(=O)c1cccc(NC(=O)Cc2c[nH]c3ccccc23)c1 | 8 | 0%

(next part)
SMILES	LDHA block	12-LOX inh
Cc1ccccc1NS(=O)(=O)c1ccc2c(c1)-c1oncc1CO2	9	?
CCOC(=O)C(CC)Sc1nnc(CSc2ncccn2)n1-c1ccc(Cl)cc1 (stereo unspecified)	0	6%
CCC(Oc1ccc(Cl)cc1)C(=O)O (stereo unspecified)	6	?
CN(CC(=O)Nc1cccc(F)c1)Cc1ncc(-c2ccc(Cl)cc2)o1	1	3%
CSc1ccc(C(C)NC(=O)c2ccccc2Br)cc1 (stereo unspecified)	9	-2%
COc1ccc(-c2nc(CN3CCCC3c3ccc(OC)cc3)co2)cc1 (stereo unspecified)	-13	?
CC(OC(=O)c1sc2cc(F)ccc2c1Cl)C(N)=O (stereo unspecified)	-2	-8%
COCCN(CC(=O)NC(N)=O)Cc1ccccc1	3	-1%
CCNC(=S)NNC(=O)c1cccc(C)c1	9	37%
CCc1nnc(NC(=O)Cn2ccc3c(Cl)cccc32)s1	5	-19%
CCc1ccc(-c2nn(C)c(=O)c3c2CCCC3)cc1S(=O)(=O)Nc1cccc(F)c1	-17	-5%
COc1ccc(CNC(=O)c2ccc(CNC(=O)OC(C)(C)C)cc2)cc1	3	-36%
CCC(C(=O)Nc1ccc(F)cc1F)n1nc(-c2ccc(C)cc2)ccc1=O (stereo unspecified)	5	?
COc1ccc(COc2ccc(C(=O)O)cc2OC)cc1Br	1	-3%
Cc1ccc(NC(=O)COC(=O)c2cccc(O)c2)c(Cl)c1	-7	-20%
O=C(Cn1nc(C(=O)O)c2ccccc2c1=O)NCc1ccc(Cl)cc1	5	?
CC(C)(C)C(=O)NCc1ccc(-c2nc3ccccc3s2)cc1	-21	?
CN(CC(=O)Nc1cc2[nH]c(=O)[nH]c2cc1Br)Cc1ccccc1N1CCOCC1	13	-2%
CC(C)Cc1nc(C#N)c(NC(C)c2ccccc2)o1 (stereo unspecified)	-1	?
N#Cc1ccc(COC(=O)C2CCCCC2)cc1	1	-7%

Six entries already listed, ordered by SMILES length, smallest number first.
SMILES	LDHA block	12-LOX inh
N#Cc1ccc(COC(=O)C2CCCCC2)cc1	1	-7%
CSc1ccc(C(C)NC(=O)c2ccccc2Br)cc1 (stereo unspecified)	9	-2%
CC(OC(=O)c1sc2cc(F)ccc2c1Cl)C(N)=O (stereo unspecified)	-2	-8%
Cc1ccccc1NS(=O)(=O)c1ccc2c(c1)-c1oncc1CO2	9	?
COc1ccc(CNC(=O)c2ccc(CNC(=O)OC(C)(C)C)cc2)cc1	3	-36%
CCC(C(=O)Nc1ccc(F)cc1F)n1nc(-c2ccc(C)cc2)ccc1=O (stereo unspecified)	5	?
